Tau FP inhib = blocks human tau fibril formation measured by polarization; K18 P301L tau heparin fibrillization, Alexa594 FP, 6 h; AID 1468; 280,000 compounds, 0.39% hits; Potency, µM (doses to about 57.7 µM), without a hit: at the top dose activity, negative = inhibition, hits mostly inhibitors; note: % is set by controls: 0 for no effect and ±100 for the full control effect; nearly all actives have a fitted effect of over 55% in size
Target sequence (P10636 561-689 P618L limits assumed): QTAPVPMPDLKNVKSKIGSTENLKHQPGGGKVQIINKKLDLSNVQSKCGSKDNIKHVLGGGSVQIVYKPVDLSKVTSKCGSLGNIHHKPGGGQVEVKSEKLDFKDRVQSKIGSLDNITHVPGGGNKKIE
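Heparin (20 uM) drove fibril formation of recombinant tau K18 P301L, 15 uM unlabeled with 0.24 uM Alexa 594 label, for 6 hr at 37 C in 100 mM sodium acetate pH 7. Fluorescence polarization (555/632 nm) read 1 hr after 30 uM ThT.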
Tau ThT inhib = inhibitors of human tau fibril formation, thioflavin T binding | P10636 | 270,000 compounds, 2.1% hits | recombinant tau K18 P301L, heparin-induced fibrillization, ThT fluorescence | Potency, µM (doses to about 57.4 µM), for inactives: at the top dose activity, negative = inhibition, actives largely listed as inhibitors; note: % is set by controls: 0 for no effect and ±100 for the full control effect; nearly all actives have a fitted effect of over 55% in size
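Heparin-induced fibrillization of the P301L-mutant K18 repeat-domain fragment of human tau was followed by ThT binding in quantitative high-throughput format.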
HttQ103 aggreg = inhibitors of mutant huntingtin aggregate formation in PC12 cells; PC12 HttQ103-GFP aggregates, Acumen cytometry, 40 h; 220,000 compounds, 1.1% hits; Potency, µM (highest dose often 46.1 µM), inactives show at the top dose activity change, negative = inhibition, hits mostly inhibitors; note: % is set by controls: 0 for no effect and ±100 for the full control effect; nearly all actives have a fitted effect of over 60% in size
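Using laser scanning cytometry, GFP-positive aggregates were counted after lysis of PC12 cells induced with 100 nM tebufenozide to express HTT exon 1 Q103–GFP. Compounds were tested in titration.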
SMN2 splice enh = SMN2 splice variant enhancement; HEK293 SMN2-luciferase splicing reporter, luminescence, 30-36 h; 210,000 compounds, 2.8% hits; Potency, µM (doses to about 46.1 µM), for inactives: at the highest dose activity change, positive = activation, actives largely listed as activators; note: % of control where 0% means no effect; nearly all actives have a fitted effect of over 55% in size
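HEK293 cells carry an SMN2 minigene-luciferase reporter in which exon 7 inclusion puts luciferase in frame. Cells were seeded at 2000 cells/well, attached for 10-12 hours, then exposed to compounds for 30-36 hours at 37C before ONE-Glo luminescence.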
HTT ATP protect = cytoprotection in Huntington HTT-Q103 PC12 cell model; PC12 HTT-Q103 induced, cytoprotection, ATP luminescence, 40 h; Potency, µM (doses to about 56.4 µM), for inactives: cytoprotection (ATP increase), usual class: activators; 230,000 compounds, 0.14% hits; AID 1471;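 note: % of control where 0% means no effect; nearly all actives have a fitted effect of over 45% in size; toxic huntingtin expression switched on by the ecdysone agonist tebufenozide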
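Huntington model: PC12 line, ecdysone-inducible HTTQ103 exon1–GFP, tebufenozide 100 nM. Test articles in a dose series. Endpoint luminescence from cellular ATP.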
Tau fluor counter = counter-screen for tau fibril formation inhibitors. tau K18 P301L Alexa594 fluorescence, heparin fibrillization. Potency, µM (top dose mostly 57.7 µM), for the others: at the highest dose activity change, negative = decrease. 280,000 compounds, 0.93% hits; note: % is set by controls: 0 for no effect and ±100 for the full control effect; nearly all actives have a fitted effect of over 55% in size
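Human tau K18 P301L (15 uM unlabeled, 0.24 uM Alexa 594-labeled) in 100 mM sodium acetate pH 7 with 20 uM heparin, 6 hr at 37 C. ThT 30 uM added, 1 hr ambient; Alexa 594 FP and total fluorescence read at 555/632 nm.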
ALDH1A1 block = ALDH1A1 (human) enzyme inhibition; Potency, µM (series often up to 75.3 µM), inactives show at the top dose activity, negative = inhibition, most hits filed as inhibitors; P00352; AID 1030; 220,000 compounds, 7.3% hits; Purified ALDH1A1, NADH fluorescence, propionaldehyde substrate; active = well fitted inhibition curve with a large enough effect, not every such curve was filed as active; inconclusive = small, poorly fitted or top-dose-only effect, or another doubt; inactive = no such curve, though single readings can be large or run the other way;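 note: plate controls were no enzyme wells and a reference inhibitor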
Target sequence (P00352 whole entry, looked up): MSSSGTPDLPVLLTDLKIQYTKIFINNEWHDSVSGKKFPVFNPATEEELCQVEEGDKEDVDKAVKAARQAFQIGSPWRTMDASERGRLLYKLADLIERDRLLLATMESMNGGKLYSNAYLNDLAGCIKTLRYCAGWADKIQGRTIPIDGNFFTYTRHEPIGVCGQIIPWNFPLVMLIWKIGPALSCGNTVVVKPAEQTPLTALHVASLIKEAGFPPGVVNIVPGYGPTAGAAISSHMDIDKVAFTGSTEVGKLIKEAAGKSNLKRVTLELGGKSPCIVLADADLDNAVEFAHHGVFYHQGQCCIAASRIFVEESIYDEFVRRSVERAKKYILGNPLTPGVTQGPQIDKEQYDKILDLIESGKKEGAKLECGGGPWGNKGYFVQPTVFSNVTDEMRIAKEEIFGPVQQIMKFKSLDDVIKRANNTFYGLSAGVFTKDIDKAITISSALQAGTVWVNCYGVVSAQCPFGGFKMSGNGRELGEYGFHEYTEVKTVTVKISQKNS
JMJD2E inh = inhibitors of human JMJD2E histone demethylase; JMJD2E catalytic domain, FDH-coupled NADH fluorescence (FDH is formaldehyde dehydrogenase); Potency, µM (doses to about 57.1 µM), inactives show at the top dose activity change, negative = inhibition, actives largely listed as inhibitors; 230,000 compounds, 1.6% hits; AID 2147; active = well fitted inhibition curve with a large enough effect, not every such curve was filed as active; inconclusive = small, poorly fitted or top-dose-only effect, or another doubt; inactive = no such curve, though single readings can be large or run the other way;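 note: 0% = wells with enzyme and -100% = buffer wells without enzyme; nearly all actives have a fitted effect of over 50% in size; many of its hits are not listed in these tables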
Target sequence (B2RXH2 1-337 limits assumed): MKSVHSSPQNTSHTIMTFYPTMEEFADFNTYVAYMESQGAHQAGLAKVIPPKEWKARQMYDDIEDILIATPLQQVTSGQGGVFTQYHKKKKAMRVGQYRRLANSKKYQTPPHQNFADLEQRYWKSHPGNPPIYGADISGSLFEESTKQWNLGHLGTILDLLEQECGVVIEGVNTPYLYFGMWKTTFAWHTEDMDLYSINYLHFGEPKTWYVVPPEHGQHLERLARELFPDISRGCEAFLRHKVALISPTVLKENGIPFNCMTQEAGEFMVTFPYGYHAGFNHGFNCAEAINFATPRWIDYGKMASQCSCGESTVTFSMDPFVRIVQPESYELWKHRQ
Active calls of the source: *; ? = inconclusive; . = no result given; [ ] = another dose, or the depositor's remark. Unless noted, calls come from the whole dose curve; as a rule, active = well fitted curve in the direction sought with a large enough effect; inconclusive = small, poorly fitted or top-dose-only effect, or another doubt; inactive = no such curve, though single readings can be large; an effect the other way counts as inactive or inconclusive. Potency is the fitted concentration of half-maximal effect. Some of the compounds tested; rates above refer to the full screens.

Keys: A = Tau FP inhib; B = Tau ThT inhib; C = HttQ103 aggreg; D = SMN2 splice enh; E = HTT ATP protect; F = Tau fluor counter; G = ALDH1A1 block; H = JMJD2E inh
> Cc1ccnc(-n2c(C)cc(/C=N/NC(=O)COc3cccc4cccnc34)c2C)c1
  A = -4%	B = .	C = 14%[9.22 µM]	D = .	E = 19%[10 µM]	F = -11%	G = .	H = -11%

> CCCCCOCC1CC(C/C(C)=N/NC(N)=O)(C(=O)OCC)C(=O)O1 (stereo unspecified)
  A = 1%	B = -7%	C = -15%[9.22 µM]	D = .	E = -9%[10 µM]	F = -3%	G = 8%	H = -9%

> CCOc1ccc(S(=O)(=O)NC2CCCCCC2)cc1
  A = 9%	B = -4%	C = 9%[9.22 µM]	D = .	E = 38%[10 µM]	F = -15%	G = ?	H = -4%

> CC1=C(C(N)=O)N2C(=O)[C@@H](NC(=O)Cc3ccccc3)C2SC1 (stereo partly specified)
  A = -6%	B = -2%	C = .	D = -8%	E = 8%	F = -3%	G = ?	H = 3%

> CC1CCCCN1Cc1ccc(-c2nnn(CC(=O)NC3CCCCC3)n2)cc1 (stereo unspecified)
  A = -5%	B = -3%	C = -12%	D = -25%	E = -6%[1.9 µM]	F = -4%	G = 4%	H = -2%

> COC(=O)C1=C(C)NC2=C(C(=O)CC(c3cccs3)C2)C1c1ccsc1 (stereo unspecified)
  A = -1%	B = -2%	C = 10%	D = 6%	E = -34%	F = -11%	G = -15%	H = ?

> CCCC(=O)Nc1ccc(C(=O)NCCc2ccc(F)cc2)cc1
  A = 3%	B = -15%	C = 0%	D = 7%	E = -8%[10 µM]	F = -6%	G = 14%	H = 0%

> O=C1C2=C(c3ccccc31)[N+](=O)C1CCCCC1N2[O-] (stereo unspecified)
  A = ?	B = 16µM*	C = 1%	D = 16%	E = -7%	F = -26%	G = ?	H = -20%

> COc1ccc(-c2[nH]c3ccccc3c2SCCNC(=O)c2cc(OC)c(OC)c(OC)c2)cc1
  A = 13%	B = ?	C = .	D = -13%	E = .	F = 7.1µM*[quencher]	G = .	H = .

> Cc1c(Br)c(-c2n[nH]c(=S)n2Cc2ccco2)nn1C
  A = 5%	B = 1%	C = -4%	D = 8%	E = .	F = 3%	G = ?	H = 1%

> O=C(CCC(=O)N1CCN(c2ccccc2)CC1)Nc1nnc(C2CCCCC2)s1
  A = -2%	B = ?	C = 10%[9.22 µM]	D = .	E = 6%[10 µM]	F = -6%	G = .	H = -5%

> CS(=O)(=O)Nc1ccc(C(=O)NCCSCc2ccccc2)cc1
  A = -6%	B = 3%	C = -14%[9.22 µM]	D = .	E = -16%[10 µM]	F = 4%	G = 11µM*	H = ?

> Cc1ccc(N=C2NC(=O)c3cccc([N+](=O)[O-])c32)cc1
  A = 7%	B = -17%	C = -4%	D = ?	E = -8%[10 µM]	F = -10%	G = 4%	H = -10%

> COc1cccc(-c2nnc(SCC(N)=O)n2-c2ccc(Cl)cc2)c1
  A = 0%	B = -6%	C = -4%	D = 8%	E = -3%[10 µM]	F = -3%	G = -2%	H = 2%

> O=C(N1CCCCC1)N1CCN(C(=O)N(c2ccccc2)c2ccccc2)CC1
  A = 0%	B = -8%	C = -13%	D = ?	E = 9%	F = 0%	G = 11µM*	H = 9%

> NCCC(=O)c1ccccc1N
  A = -12%	B = ?	C = .	D = -8%	E = -7%	F = -10%	G = -18%	H = .

> CCN1CCCc2cc(CN(CCN3CCOCC3)C(=S)Nc3ccccc3C)ccc21
  A = -3%	B = -12%	C = -2%	D = -19%	E = -54%[inhibitor]	F = -16%	G = 22µM*	H = ?

> CCCCCOc1ccc(/C=C/C(=O)Nc2sc3c(c2C(=O)OCC)CCC3)cc1OC
  A = 4%	B = -17%	C = .	D = 4%	E = .	F = -3%	G = .	H = .

> CCOC(=O)c1ccc(NC(=O)CCn2c(=O)oc3ccccc32)cc1
  A = 2%	B = ?	C = .	D = -15%	E = .	F = ?	G = .	H = .

> CCn1c(=O)cc(SCC(=O)Nc2ccc(OC)c(OC)c2)c2ccccc21
  A = 2%	B = ?	C = 9%[9.22 µM]	D = -53%[inhibitor]	E = 10%	F = ?	G = ?	H = 6%

> Cc1c(Cl)cccc1NC(=O)COC(=O)CN1C(=O)NC(C)(C)C1=O
  A = 14%	B = -2%	C = -32%[9.22 µM]	D = .	E = -9%[10 µM]	F = 11%	G = .	H = 2%

> CN(C)c1nn(C(=O)Nc2ccc(Cl)cc2Cl)cc1-c1ccccc1
  A = -1%	B = -4%	C = ?	D = -9%	E = 10%	F = -16%	G = 7%	H = -4%

> CCCc1cc(=O)[nH]c(SCc2ccc(F)cc2)n1
  A = -1%	B = 5%	C = -8%[9.22 µM]	D = .	E = 1%[10 µM]	F = 1%	G = .	H = 6%

> O=S(=O)(CCSc1ccccn1)c1nc2ccccc2s1
  A = -11%	B = ?	C = ?	D = 11µM*	E = 6%[0.074 µM]	F = -20%	G = 0.22µM*	H = 4%

> CCCCCCC1C(C#N)=C(N)OC2=C1C(=O)CCC2 (stereo unspecified)
  A = -5%	B = -8%	C = -16%	D = 5%	E = -6%[10 µM]	F = -10%	G = ?	H = 1%

An excerpt of these results, with values under each structure.
Order of values: Tau FP inhib | Tau ThT inhib | HttQ103 aggreg | SMN2 splice enh | HTT ATP protect | Tau fluor counter | ALDH1A1 block | JMJD2E inh
> Cc1ccc(N=C2NC(=O)c3cccc([N+](=O)[O-])c32)cc1
→ 7% | -17% | -4% | ? | -8%[10 µM] | -10% | 4% | -10%
> COc1cccc(-c2nnc(SCC(N)=O)n2-c2ccc(Cl)cc2)c1
→ 0% | -6% | -4% | 8% | -3%[10 µM] | -3% | -2% | 2%

Looked up above:
NCCC(=O)c1ccccc1N in SMN2 splice enh reads -8%
CCN1CCCc2cc(CN(CCN3CCOCC3)C(=S)Nc3ccccc3C)ccc21 in Tau ThT inhib reads -12%
O=S(=O)(CCSc1ccccn1)c1nc2ccccc2s1 in SMN2 splice enh reads 11µM*
COC(=O)C1=C(C)NC2=C(C(=O)CC(c3cccs3)C2)C1c1ccsc1 (stereo unspecified) in Tau ThT inhib reads -2%
Cc1c(Cl)cccc1NC(=O)COC(=O)CN1C(=O)NC(C)(C)C1=O in JMJD2E inh reads 2%

(continued)
Keys: A = Tau FP inhib; B = Tau ThT inhib; C = HttQ103 aggreg; D = SMN2 splice enh; E = HTT ATP protect; F = Tau fluor counter; G = ALDH1A1 block; H = JMJD2E inh
> CCOc1ccc(N(C(C)C(=O)NC2CCCCCC2)S(C)(=O)=O)cc1 (stereo unspecified)
  A = -2%	B = -2%	C = 2%	D = -7%	E = 15%[1.9 µM]	F = -2%	G = ?	H = -4%

> O=C(NN1C(=O)/C(=C/c2cccs2)SC1=S)c1ccccc1
  A = -3%	B = ?	C = 16%	D = -6%	E = 28%[10 µM]	F = -29%	G = -3%	H = -3%

> CCCNC(=O)c1cc(C)no1
  A = -2%	B = -15%	C = 19%[9.22 µM]	D = -11%	E = 0%	F = -7%	G = 9%	H = 5%

> COc1ccc(CN2CC(C(=O)NCC3CCCO3)CC2=O)cc1 (stereo unspecified)
  A = 0%	B = -2%	C = 0%	D = 4%	E = 2%[10 µM]	F = -4%	G = -8%	H = 2%

> CC(C)c1cc(C(=O)O)c2cnn(C(C)C)c2n1
  A = -9%	B = -12%	C = 11%[9.22 µM]	D = .	E = 4%[10 µM]	F = -14%	G = .	H = ?

> Cc1ccc(NC(=S)Nc2nc(CC(=O)Nc3ccccc3)cs2)cc1
  A = -11%	B = -2%	C = 10%	D = 8%	E = -11%	F = -30%	G = -5%	H = 4%

> Cc1ccc(C(C(=O)NC2CCCC2)N(C(=O)Cc2cccs2)c2cccc(C)c2C)o1 (stereo unspecified)
  A = -5%	B = -23%	C = -10%	D = -9%	E = 25%[10 µM]	F = -14%	G = -6%	H = -1%

> Cc1ccc(C)c(N2CCN(C(=O)C3CCCN(S(=O)(=O)c4cnc[nH]4)C3)CC2)c1 (stereo unspecified)
  A = -17%	B = -8%	C = -4%	D = -6%	E = -3%	F = -12%	G = 10%	H = 3%

> COc1ccc(C(=O)/C=C/C(=O)N(CC(=O)NCCC(C)C)Cc2cccs2)c(O)c1
  A = -13%	B = ?	C = -13%[9.22 µM]	D = .	E = -39%[10 µM]	F = -14%	G = ?	H = 0%

> O=C(/C=C/c1ccccc1)N/C(=C/c1ccccc1)C(=O)N1CCOCC1
  A = -7%	B = -2%	C = -2%	D = -2%	E = .	F = -2%	G = -13%	H = -7%

> CC(=O)Nc1ccc(NC(=O)c2ccc([N+](=O)[O-])cc2Cl)cc1
  A = -14%	B = ?	C = 7%	D = 8%	E = -51%[inhibitor]	F = -6%	G = 1%	H = -1%

> Cc1nnc(SCCC(=O)Nc2nc(-c3ccccc3)ns2)s1
  A = -12%	B = -12%	C = -11%	D = -18%	E = -27%	F = ?	G = -12%	H = 4%

> COc1ccc(NC(=O)c2ccccc2C(=O)N2CCCCC2)cc1
  A = 3%	B = 5%	C = .	D = 1%	E = .	F = 4%	G = 4%	H = 10%

> COc1ccc(C(=O)Nc2sc3c(c2C#N)CCN(C(C)=O)C3)cc1
  A = -7%	B = ?	C = 1%	D = -29%	E = -95%[inhibitor]	F = -11%	G = ?	H = ?

> C/C(CC(=O)Nc1ccc(Cl)c(C(F)(F)F)c1)=N\NC(=O)c1ccccc1O
  A = ?	B = ?	C = 16µM*	D = 10%[1.84 µM]	E = -4%[10 µM]	F = ?	G = 0%	H = ?

> COc1ccc(S(=O)(=O)N(CC(=O)N2CCOCC2)Cc2ccccc2)cc1C
  A = -3%	B = -1%	C = ?	D = -1%	E = -12%	F = -5%	G = ?	H = 7%

> Nc1cc(N)nc(SCc2cc(=O)oc3cc4c(cc23)CCC4)n1
  A = 3%	B = -9%	C = 14%	D = ?	E = -15%[0.074 µM]	F = -19%	G = ?	H = -6%

> COc1cc(/C=N/Nc2nc3ccccc3[nH]2)cc(Br)c1OCC(=O)N(C)C
  A = ?	B = ?	C = ?	D = -23%	E = -75%[inhibitor]	F = ?	G = 3%	H = ?

> Cc1cc(=O)[nH]c2c1c(=O)[nH]n2C1CC(C)N(C)CC1C (stereo unspecified)
  A = 0%	B = 0%	C = -28%	D = -7%	E = -6%	F = 1%	G = 3%	H = 4%

Bioassay records from PubChem BioAssay.
